SENP7 inh: SENP7 protease inhibitors, primary screen, biochemical, luminescence, uHTS | Sentrin-specific protease 7 (Homo sapiens), Q9BQF6 | recombinant SENP7, Z-RLRGG-aminoluciferin luminescence, 40 min | inhibition, % at 5 µM | actives 1.5% (n = 330,000);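 active means inhibition above about 50% at the single test dose, limit read from the data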;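 further: plate controls were DMSO with enzyme for no effect and no enzyme buffer wells for full effect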
Target sequence (Q9BQF6 706-1050 limits assumed): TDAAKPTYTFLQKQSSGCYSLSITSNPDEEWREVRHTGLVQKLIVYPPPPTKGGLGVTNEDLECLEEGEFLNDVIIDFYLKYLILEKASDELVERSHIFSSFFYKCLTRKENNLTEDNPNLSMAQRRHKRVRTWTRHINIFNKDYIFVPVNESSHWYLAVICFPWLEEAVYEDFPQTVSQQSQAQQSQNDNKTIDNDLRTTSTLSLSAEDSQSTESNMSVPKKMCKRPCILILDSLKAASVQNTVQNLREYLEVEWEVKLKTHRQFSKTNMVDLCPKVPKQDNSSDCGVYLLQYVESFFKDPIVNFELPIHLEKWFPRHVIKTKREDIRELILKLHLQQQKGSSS
PfG6PD inh: PfG6PD enzyme inhibitors, primary screen, biochemical, fluorescence intensity, uHTS. glucose-6-phosphate dehydrogenase-6-phosphogluconolactonase (Plasmodium falciparum 3D7). PfGluPho enzyme, NADPH resazurin-diaphorase fluorescence. inhibition, % at 20 µM. actives 0.78% (n = 350,000). AID 504690, 2011;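 active means inhibition reaching at least a set limit at 20 µM in the primary screen, cut at about 59% in these data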;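 further: 0% = DMSO wells with substrate and 100% = DMSO wells lacking glucose-6-phosphate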
SENP1 FRET inh: human SENP1 catalytic domain inhibitors, primary screen, biochemical, FRET, uHTS. inhibition, % at 10 µM. recombinant SENP1 catalytic domain, CyPet-SUMO1-YPet FRET cleavage. AID 624204, 2012. actives 0.21% (n = 360,000). Sentrin-specific protease 1 (Homo sapiens), Q9P0U3;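 active means inhibition at least 30% at 10 µM, raw YFP signal under a set limit, fluorescence ratio 0.5 to 1.5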;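 further: 0% = enzyme with DMSO and 100% = no enzyme wells; some results filed as inactive read as strong as hits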
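Test system: hSENP1 catalytic domain, recombinant; Amount: 20 pM final SENP1 enzyme; Medium: Tris pH 8 buffer plus EDTA, NaCl, BME, BSA, NP40, catalase; Schedule: 50 min enzyme reaction, room temperature, light-protected; Technique: FRET fluorescence in CFP and YFP emission channels; Controls: no-enzyme wells low, DMSO-plus-enzyme wells high control.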
SENP8 block-1: human SENP8 protease inhibitors, primary screen, biochemical, fluorescence, Nedd8 protein substrate, uHTS; Sentrin-specific protease 8 (Homo sapiens), Q96LD8; recombinant SENP8; inhibition, % at 20 µM; actives 0.64% (n = 360,000); AID 602440, 2012; in the data active means inhibition mostly above about 40%, no sharp cut-off; inactive means mostly below about 27%
Target sequence (Q96LD8 whole entry, looked up): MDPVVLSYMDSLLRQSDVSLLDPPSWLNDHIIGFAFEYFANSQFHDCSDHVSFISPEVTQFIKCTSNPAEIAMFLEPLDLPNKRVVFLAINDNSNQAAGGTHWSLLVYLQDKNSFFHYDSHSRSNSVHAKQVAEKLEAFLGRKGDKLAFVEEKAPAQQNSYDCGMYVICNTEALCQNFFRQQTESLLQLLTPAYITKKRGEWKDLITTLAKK
SENP6 inh: SENP6 protease inhibitors, primary screen, biochemical, luminescence, uHTS | actives 1.8% (n = 330,000) | inhibition, % at 10 µM | Recombinant SENP6 catalytic domain, aminoluciferin luminescence | AID 2599, 2010;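 active means inhibition above about 50% at the single tested dose, limit read from the data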;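 further: plate controls were DMSO wells with enzyme for no effect and DMSO wells lacking enzyme for full effect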
HKDC1 inh: HKDC1 hexokinase inhibitors, primary screen, biochemical, fluorescence, uHTS | recombinant HKDC1, G6PDH/diaphorase resazurin coupled fluorescence | actives 0.16% (n = 340,000) | inhibition, % at 20 µM | Q2TB90 | AID 493160, 2011;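 active means inhibition above about 35% when tested at 20 µM, limit read from the data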;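 further: plate controls were DMSO wells with enzyme for no effect and DMSO wells lacking enzyme for full effect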
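Test system: HK5 enzyme. Quantity: 5 µg/mL HK5 final. Reagent: glucose and ATP substrates. Schedule: 90 min reaction incubation at room temperature, dark. Technique: resazurin-to-resorufin fluorescence via G6PDH and diaphorase coupling, 525/613 nm. Control set: DMSO wells with and without enzyme mix.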
beta cell repl: inducers of MIN6 beta-cell proliferation, primary screen, ATP luminescence, uHTS; AID 2380, 2010; actives 0.29% (n = 330,000); proliferation, % at 10 µM; MIN6 cells proliferation, ATPlite luminescence, 48 h; cells starved in 0.2% serum; 100% = growth in 10% serum;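 active means compounds whose signal lies at least 3.5 SD above the mean of all wells on their plate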;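 further: 0% = DMSO-treated cells in low-serum medium and 100% = 10% serum control; some compounds called inactive have numbers as strong as hits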
UBC13 inh: UBC13 polyubiquitin chain formation inhibitors, primary screen, biochemical, TR-FRET, uHTS; Ubiquitin-conjugating enzyme E2 N (Homo sapiens), P61088; inhibition, % at 20 µM; actives 0.47% (n = 330,000); AID 485273, 2010; in the data active means inhibition above about 45%, passing the limit was not always enough
Target sequence (P61088 whole entry, looked up): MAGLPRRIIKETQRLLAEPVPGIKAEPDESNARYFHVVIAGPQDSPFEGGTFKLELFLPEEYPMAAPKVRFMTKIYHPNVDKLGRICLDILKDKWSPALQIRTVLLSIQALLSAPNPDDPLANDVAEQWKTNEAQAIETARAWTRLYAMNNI
SENP8 block-2: SENP8 protease inhibitors, primary screen, biochemical, luminescence | purified SENP8, Z-RLRGG-aminoluciferin cleavage | inhibition, % at 10 µM | actives 1.2% (n = 330,000) | AID 2540, 2010; in the data active means inhibition above about 50%
* hit, by the source's call; x = not tested or not shown. Compounds as they come. About 4% of those tested had a hit in this group.

1	O=C1C=CC(=O)N1Cc1ccccc1
2	COc1cc(C(=O)NCC(=O)OCC(=O)Nc2nnc(-c3ccccc3)o2)cc(OC)c1OC
3	O=C(CCC(=O)N1CCN(c2cccc(Cl)c2)CC1)c1cccs1
4	O=C(c1ccc(NS(=O)(=O)c2ccc(F)cc2)cc1)N1CCC1
5	Cc1ccc(OCCCCN2CCC(C)CC2)c(Br)c1
6	CSCCCNC(=O)c1ccc(OC2CCN(C(=O)c3cccnc3)CC2)cc1
7	CCC(C)NC(=O)c1ccc(CS(=O)(=O)c2ccc(OC)cc2)o1 (stereo not given)
8	Cc1ccc(CSc2nccc(-c3c(C)nc4ccccn34)n2)cc1
Assay by compound	1	2	3	4	5	6	7	8
SENP7 inh	0	-6	11	-13	1	7	0	-6
PfG6PD inh	71*	-17	10	-12	0	-14	-11	-4
SENP1 FRET inh	1	1	-1	0	1	0	2	2
SENP8 block-1	7	1	11	24	20	14	11	-463
SENP6 inh	9	1	1	-18	-13	-151	4	-40
HKDC1 inh	0	0	2	0	-3	-3	-5	-4
beta cell repl	-8	0	-2	-5	-4	-2	-2	1
UBC13 inh	-5	4	0	-2	17	9	-3	9
SENP8 block-2	15	-1	2	-7	1	6	1	-3

9	O=c1[nH]c(C2CCN(S(=O)(=O)c3ccccc3F)CC2)nc2c1nnn2Cc1ccc(OC(F)(F)F)cc1
10	COc1cc(NC(=O)c2cc([N+](=O)[O-])ccc2Br)ccc1NC(=O)c1ccco1
11	Cc1ccc(S(=O)(=O)Oc2cccc([N+](=O)[O-])c2)cc1
12	CCNc1cc(S(=O)(=O)C(F)(F)F)ccc1N
13	CCc1ccc(NC(=O)Cn2nnc(C(=O)NCCc3ccc(OC)c(OC)c3)c2N)cc1
14	CCOc1cc(/C=C2/C(=O)ON=C2C)ccc1OCc1ccc(F)cc1
15	COc1ccc(C2c3c(oc4ccccc4c3=O)C(=O)N2CCCN2CCOCC2)cc1 (stereo not given)
16	CC1(C)C=Cc2c(ccc3c2OC[C@@H](c2ccc(O)cc2O)C3)O1
Assay by compound	9	10	11	12	13	14	15	16
SENP7 inh	-1	-5	x	-5	38	3	-17	-2
PfG6PD inh	3	29	19	72*	-7	8	9	6
SENP1 FRET inh	1	-1	3	0	-2	-2	x	-1
SENP8 block-1	6	32	-1	32	12	-22	x	11
SENP6 inh	9	-7	x	12	-20	-29	-10	-2
HKDC1 inh	3	0	-1	9	-5	16	0	-2
beta cell repl	-7	-6	x	0	4	-4	-6	-6
UBC13 inh	-17	0	x	2	2	-13	-11	0
SENP8 block-2	4	-3	x	-1	-3	10	-10	-8

17	CC(NC(=O)CCNC(=O)c1ccccc1Cl)c1ccc(-n2ccnc2)cc1 (stereo not given)
18	Cn1c(N)c(C(=O)COC(=O)CCc2ccccc2)c(=O)n(C)c1=O
19	CC(C)(C)OC(=O)N1CCC(C(=O)NNC(=O)c2ccc(Cl)cc2Cl)CC1
20	CN(CCC#N)C(=O)c1ccc(CNS(=O)(=O)c2ccc(F)cc2)cc1
21	COc1cc(C(=O)NNC(=O)CN2C(=O)NC3(CCCC3)C2=O)cc(OC)c1OC
22	COc1ccc(S(=O)(=O)NC(C)C(=O)NCc2ccco2)cc1OC (stereo not given)
23	O=C(NCC1CCCO1)c1ccccc1OCc1ccc(F)cc1 (stereo not given)
24	Cc1cccc(C2=NOC(=O)/C2=C\c2ccccc2F)c1
Assay by compound	17	18	19	20	21	22	23	24
SENP7 inh	1	2	-2	-5	3	0	-7	5
PfG6PD inh	-2	4	-3	-20	-2	-7	8	-10
SENP1 FRET inh	-1	-3	1	-2	2	3	1	0
SENP8 block-1	-4	2	16	16	9	2	18	-99
SENP6 inh	0	8	-3	-23	-22	-16	4	9
HKDC1 inh	-4	-2	-1	5	-3	-2	-5	9
beta cell repl	1	-1	-1	1	0	1	4	-3
UBC13 inh	-5	2	-2	-7	5	1	4	2
SENP8 block-2	0	6	-2	-12	8	-1	4	-1

25	CN(C)/C=N/C(=S)Nc1ccc(Br)cc1F
26	O=C(NCC1CCCO1)c1ccc2c(c1)C(=O)N(c1cccc([N+](=O)[O-])c1)C2=O (stereo not given)
27	CCOc1ccccc1NC(=O)C1CCN(S(=O)(=O)c2ccc(OC)c(OC)c2)CC1
28	CCOc1ccccc1/C=N/NC(=O)c1cccc(S(=O)(=O)N(CC)CC)c1
29	CCN(CC)C(=O)Cn1cc(S(=O)(=O)CC(=O)NCCc2ccccc2)c2ccccc21
30	COc1cc(/C=N/N=C(/C(=O)c2ccccc2)c2ccccc2)cc(OC)c1O
31	CC(=O)Nc1ccc(S(=O)(=O)N(C)c2ccc(OCC(=O)NCCc3ccccc3F)cc2)cc1
32	Cc1cc(C(=O)COc2ccccc2C#N)c(C)n1C1CC1
Assay by compound	25	26	27	28	29	30	31	32
SENP7 inh	-8	-4	71*	1	14	4	x	-3
PfG6PD inh	5	-30	1	110*	7	7	5	4
SENP1 FRET inh	1	0	0	0	0	4	0	-1
SENP8 block-1	18	13	15	-36	5	10	-4	-12
SENP6 inh	-47	-29	-9	8	4	5	x	-7
HKDC1 inh	0	0	-1	2	-7	4	4	-2
beta cell repl	-3	-3	-3	-4	-1	-4	x	1
UBC13 inh	17	-9	-5	8	0	-9	x	-4
SENP8 block-2	-11	-12	2	-1	-6	-1	x	-14

33	Cc1cc2ccccn2c1C(=O)Nc1ccc(Cl)cc1
34	O=C(CN1C(=O)NC2(CCCC2)C1=O)NNC(=O)c1ccc(Cl)cc1
35	COc1ccccc1CN(C)C(=O)CNC(=O)c1cccc(Cl)c1
36	COCCCNC(=O)c1ccc2c3c(onc13)-c1ccccc1C2=O
37	Cc1ccc(C(=O)O/N=C(\N)c2ccccc2)c(Cl)c1
38	O=C(NNC(=O)c1cccs1)c1ccc(Cl)nc1
39	O=C(c1cc2ccccc2c(=O)o1)N1CCc2ccccc2C1
40	Cc1ccc(S(=O)(=O)NCCN2CCOCC2)cc1
Assay by compound	33	34	35	36	37	38	39	40
SENP7 inh	-6	1	x	18	99*	-6	3	-1
PfG6PD inh	16	-5	-2	16	0	0	8	-5
SENP1 FRET inh	0	1	-2	8	3	1	-15	1
SENP8 block-1	-448	11	15	106*	16	12	3	12
SENP6 inh	-18	9	x	54*	99*	-7	11	-14
HKDC1 inh	-12	-2	0	23	-2	-6	1	-2
beta cell repl	-2	2	x	-4	-4	1	3	-3
UBC13 inh	13	0	x	-300	3	5	-5	6
SENP8 block-2	-21	4	x	38	97*	-8	-2	-1

One compound at a time, from the list above. Order of values: SENP7 inh, PfG6PD inh, SENP1 FRET inh, SENP8 block-1, SENP6 inh, HKDC1 inh, beta cell repl, UBC13 inh, SENP8 block-2
`O=C(c1ccc(NS(=O)(=O)c2ccc(F)cc2)cc1)N1CCC1` is listed as -13, -12, 0, 24, -18, 0, -5, -2, -7
`COCCCNC(=O)c1ccc2c3c(onc13)-c1ccccc1C2=O` is listed as 18, 16, 8, 106*, 54*, 23, -4, -300, 38
`Cc1cc(C(=O)COc2ccccc2C#N)c(C)n1C1CC1` is listed as -3, 4, -1, -12, -7, -2, 1, -4, -14
`COc1cc(C(=O)NNC(=O)CN2C(=O)NC3(CCCC3)C2=O)cc(OC)c1OC` is listed as 3, -2, 2, 9, -22, -3, 0, 5, 8
`CCc1ccc(NC(=O)Cn2nnc(C(=O)NCCc3ccc(OC)c(OC)c3)c2N)cc1` is listed as 38, -7, -2, 12, -20, -5, 4, 2, -3

(cont.)
41	Cn1ccnc1SCC(=O)NC1CCCC1
42	Cc1ccc(SCCC(=O)OC(C)C(=O)Nc2ccccc2)cc1 (stereo not given)
43	O=C(O)c1ccc2c(c1)C(=O)N(c1ccc(Cl)cn1)C2=O
44	O=C(NCc1cccnc1)c1nc(-c2ccccc2)n(-c2ccccc2)n1
45	COc1cc(C)nc(Oc2ccc(/C=N/O)cc2)n1
46	COC(=O)c1[nH]c2ccc(F)cc2c1NS(=O)(=O)c1ccc(F)c(C)c1
47	CCSC1(SCC)N=C(N)C2(C#N)C(c3ccc(OC)c(OC)c3OC)C12C#N (stereo not given)
48	CC(C)C(=O)NNS(=O)(=O)c1ccccc1[N+](=O)[O-]
49	COc1cc(CC(=O)OCC(=O)Nc2cc([N+](=O)[O-])ccc2F)cc(OC)c1OC
Assay by compound	41	42	43	44	45	46	47	48	49
SENP7 inh	-14	-1	14	4	3	7	-1	3	-8
PfG6PD inh	0	-4	-5	10	-9	20	24	-2	7
SENP1 FRET inh	-1	6	1	0	-1	-1	-5	2	2
SENP8 block-1	13	0	10	-16	25	-21	7	10	14
SENP6 inh	-18	-1	-4	-6	1	4	-1	10	2
HKDC1 inh	3	-1	-4	-7	-3	0	-3	-9	-4
beta cell repl	0	1	-1	-4	1	-2	-5	-1	-2
UBC13 inh	-14	-2	-14	-4	0	-2	13	5	-15
SENP8 block-2	0	5	-9	7	-5	-1	2	-4	-17

High-throughput results from PubChem BioAssay.
